Compound activity: PubChem, several laboratories
PrPC TRFRET = cell surface PrPC inhibition, primary TR-FRET screen | TR-FRET read-out | inhibition, % at 13.8 µM | actives 0.43% (n = 370,000); in the data active = inhibition above about 24%; also: 0% = median of the test wells and 100% = reference compound wells
BoNT-F LC inh = inhibitors of Botulinum neurotoxin F light chain protease | actives 0.22% (n = 360,000) | inhibition, % at 10 µM | Multiplex microsphere protease cleavage assay, flow cytometry; in the data active = inhibition above about 35%, passing the limit was not always enough; inconclusive = no clear call, values can overlap the other calls; also: plate controls were buffer without enzyme for full effect and enzyme alone for no effect
BoNT-A LC inh2 = BoNT A light chain protease inhibition | multiplex microsphere protease substrate cleavage, flow cytometry | inhibition, % at 10 µM | actives 0.17% (n = 360,000) | AID 588499; in the data active = inhibition above about 30%; inconclusive = no clear call, values can overlap the other calls; also: plate controls were buffer without enzyme for full effect and enzyme alone for no effect
Mtb BioA inh = blocks M. tuberculosis BioA enzyme activity | purified M. tuberculosis BioA enzyme, plate reader | inhibition, % at 9.99 µM | actives 0.096% (n = 360,000); in the data active = inhibition above about 40%; inconclusive = no clear call, values can overlap the other calls
FBA Mtb inh = Mtb fructose-bisphosphate aldolase inhibition. purified M. tuberculosis FBA, fluorescence read-out. inhibition, % at 1 µM. actives 2.3% (n = 360,000). AID 588726; in the data active = inhibition above about 27%;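 also: 0% = vehicle and 100% = reference inhibitor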
Target sequence (P9WQA3 whole entry, looked up): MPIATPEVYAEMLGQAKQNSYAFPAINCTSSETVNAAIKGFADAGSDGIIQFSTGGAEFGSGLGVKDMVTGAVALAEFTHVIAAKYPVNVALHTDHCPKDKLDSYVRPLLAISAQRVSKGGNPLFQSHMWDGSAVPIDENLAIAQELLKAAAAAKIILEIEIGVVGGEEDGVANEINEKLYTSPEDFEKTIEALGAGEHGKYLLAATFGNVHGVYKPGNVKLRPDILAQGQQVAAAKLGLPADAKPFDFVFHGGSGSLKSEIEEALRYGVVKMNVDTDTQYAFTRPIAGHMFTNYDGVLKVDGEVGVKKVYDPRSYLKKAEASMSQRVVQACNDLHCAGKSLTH
GDH-TPI inh = GDH-TPI coupled enzyme inhibition counter-screen | GDH-TPI coupled enzyme counterscreen, NADH absorbance | actives 1.2% (n = 360,000) | inhibition, % at 4.8 µM;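 also: 0% = DMSO wells and 100% = wells lacking the enzyme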
FadD28 FP inh = inhibitors of Mycobacterium tuberculosis FadD28 bisubstrate binding | FadD28 bisubstrate probe binding, fluorescence polarization | inhibition, % at 12.5 µM | actives 0.22% (n = 360,000); in the data active = inhibition above about 8.5%, passing the limit was not always enough; inconclusive = no clear call, values can overlap the other calls
CCHFV vOTU inh = blocks the CCHF virus ovarian tumor domain protease; CCHFV vOTU protease, Pep-AMC fluorescence; inhibition, % at 11.5 µM; actives 0.55% (n = 370,000); AID 651958; also: 0% = vehicle wells with enzyme and 100% = no enzyme wells
Mtb UGM inh = inhibitors of M. tuberculosis UDP-galactopyranose mutase; purified UGM, fluorescence polarization probe displacement; P9WIQ1; AID 504406; actives 0.06% (n = 320,000); inhibition, % at 10 µM; in the data active = inhibition above about 10%, passing the limit was not always enough; inconclusive = no clear call, values can overlap the other calls
Target sequence (P9WIQ1 whole entry, looked up): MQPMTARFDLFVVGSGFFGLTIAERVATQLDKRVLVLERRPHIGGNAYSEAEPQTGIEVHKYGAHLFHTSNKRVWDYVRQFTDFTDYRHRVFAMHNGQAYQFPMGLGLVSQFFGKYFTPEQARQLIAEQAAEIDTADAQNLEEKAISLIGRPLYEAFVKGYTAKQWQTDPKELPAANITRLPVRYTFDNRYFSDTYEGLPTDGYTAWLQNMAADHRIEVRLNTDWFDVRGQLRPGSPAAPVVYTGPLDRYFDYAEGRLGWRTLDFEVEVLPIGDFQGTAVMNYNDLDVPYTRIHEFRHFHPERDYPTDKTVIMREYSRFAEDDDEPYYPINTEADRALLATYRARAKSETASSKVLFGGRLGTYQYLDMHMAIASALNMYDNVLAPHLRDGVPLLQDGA
Numbers without * were called inactive; ? = inconclusive; nt = no result given; & = joins results of further samples. Rule as the data show it, unless noted: active = inhibition above about 30%; inactive = the rest.

#1 Nc1nc(N2CCN(C(=O)c3ccco3)CC2)nc2ccc(Br)cc12
#2 COc1ccc(CCNc2ccc(C(CC(N)=O)NC(=O)c3ccccc3)cc2[N+](=O)[O-])cc1 (configuration not stated)
#3 NC(=O)COc1cccc(/C=N/NC(=O)c2ccc(-n3cccc3)cc2)c1
#4 Oc1ccccc1-c1cc(-c2ccc(F)cc2)n[nH]1
#5 Cn1c(CNC(=O)C(Cc2ccccc2)NC(=O)c2ccccc2F)cc(=O)n(C)c1=O (configuration not stated)
#6 NS(=O)(=O)c1ccc(CCNC(=O)CCc2ccccc2)cc1

compound no.,1,2,3,4,5,6
PrPC TRFRET,nt,-4,-2,-3,1,0
BoNT-F LC inh,-10,-3,-8,?,3,6
BoNT-A LC inh2,0.3,-0.6,-0.6,-1.5,-1.1,-4.7
Mtb BioA inh,nt,-2.5,-1.3,-0.8,-0.2,1.0
FBA Mtb inh,11,0,-2,0,1,2
GDH-TPI inh,4,3,9,10,-4,-7
FadD28 FP inh,-1.9,-1.3,-0.8,-7.9,-0.3,-1.4
CCHFV vOTU inh,nt,-2,6,-6,-9,-2
Mtb UGM inh,1.0,1.3,-0.7,-2.5,1.8,-1.2

#7 Cc1cc(N2CCN(C(c3ccnc4ccccc34)c3nnnn3-c3c(C)cccc3C)CC2)c2ccccc2n1 (configuration not stated)
#8 C/C(=C\c1ccccc1)C(=O)Nc1ccc(Cl)cn1
#9 CCC1CCCCN1CCN1C(=O)C2C(C(=O)Nc3cccc(OC)c3)C3C=CC2(O3)C1C(=O)NC1CCCCC1 (configuration not stated)
#10 COc1ccc(CN(C)C(=O)C2CCN(S(=O)(=O)c3cccs3)CC2)cc1F
#11 CC(=O)Nn1c(COc2ccccc2C)nc2ccccc2c1=O
#12 Cc1ccccc1-c1nc(CN2CCC(C(=O)NCCCN3CC(C)CC(C)C3)CC2)c(C)o1 (configuration not stated)

compound no.,7,8,9,10,11,12
PrPC TRFRET,-10,-4,-5,0,1,-17
BoNT-F LC inh,-4,-5,-10,-5,-4,0
BoNT-A LC inh2,-0.6,-2.3,3.5,-0.3,-0.3,0.1
Mtb BioA inh,nt,7.5,0.3,2.5,1.2,-1.9
FBA Mtb inh,nt,2,-1,-2,2,-1
GDH-TPI inh,nt,-1,2,3,0,7
FadD28 FP inh,nt,-5.3,-1.6,-3.2,-3.1,0.7
CCHFV vOTU inh,0,-13,-1,3,-10,-4
Mtb UGM inh,nt,-0.8,-1.2,-0.9,0.3,-1.5

#13 CC1Cc2ccccc2N1C(=O)CCn1c(=O)sc2ccccc21 (configuration not stated)
#14 Cc1cc(C)n(CC(O)COc2ccccc2)n1 (configuration not stated)
#15 COc1ccc(C(=O)COC(=O)COc2cccc3c2OC(C)(C)C3)c(OC)c1
#16 CN1CCC2(CC1)N=C(c1ccc(F)cc1)C(=S)N2
#17 CC(=O)Oc1ccccc1C1=NN(C(=O)/C=C/c2ccccc2)C(c2ccccc2)C1 (configuration not stated)
#18 CCc1nc2ccc(C(=O)Nc3ccc4c(c3)OCC(=O)N4)cn2c1N(CC)Cc1cccc(Br)c1

compound no.,13,14,15,16,17,18
PrPC TRFRET,-9,-9,5,-7,2,2
BoNT-F LC inh,-1,8,nt,-1,-9,-4
BoNT-A LC inh2,0.3,0.7,nt,0.1,-0.9,-0.2
Mtb BioA inh,0.1,0.4,-1.1,nt,0.1,-1.9
FBA Mtb inh,2,2,-1,4,-3,-2
GDH-TPI inh,-5,12,-1,6,14,-1
FadD28 FP inh,-3.3,-0.1,-3.6,-1.1,-2.7,-4.5
CCHFV vOTU inh,17,1,-1,-6,12,25
Mtb UGM inh,4.2,-4.1,3.9,-1.3,0.4,nt

#19 CC1C(=O)N2CCCc3cc(NC(=O)C(=O)NCc4cccnc4)cc1c32 (configuration not stated)
#20 COC(=O)c1ccc(N=Cc2c(C(F)(F)F)[nH]n(C)c2=O)cc1
#21 Cc1cccc(NC(=O)c2nc[nH]c2C(=O)Nc2cc(Br)ccc2F)c1
#22 Clc1ccc(-c2nnc3cccc(Cl)n23)c(Cl)c1
#23 O=C(NC1CCCCC1)N1CCN(C(=O)c2ccco2)CC1
#24 c1cn(CCCNc2ncnc3sc4c(c23)CCC4)cn1

compound no.,19,20,21,22,23,24
PrPC TRFRET,-1,4,-1,-5,4,0
BoNT-F LC inh,nt,-1,-4,4,-2,3
BoNT-A LC inh2,nt,-0.5,-0.4,-0.3,0.7,-0.3
Mtb BioA inh,-1.6,-0.7,-2.2,2.5,0.1,4.4
FBA Mtb inh,2,4,2,3,0,-7
GDH-TPI inh,12,-2,1,3,5,3
FadD28 FP inh,-0.5,0.7,-0.8,-0.5,0.0,-3.5
CCHFV vOTU inh,21,9,-6,-2,12,14
Mtb UGM inh,1.1,0.8,nt,2.2,-0.7,0.8

#25 Cc1ccc(NC2=CC(=O)CC(C)(C)C2)cc1C
#26 CC(=O)c1ccc(N=Cc2c(O)n(-c3cc(Cl)ccc3N3CCOCC3)c(=O)c3ccccc23)cc1
#27 C/C(=N\NC(=O)C1COc2ccccc2O1)c1cccs1 (configuration not stated)
#28 COc1ccccc1/C=C/C=N/NC(=O)c1cc(-c2ccc(C)o2)[nH]n1
#29 O=C(Nc1cccc(Cl)c1N1CCOCC1)c1ccc2c(c1)OCCO2
#30 CC(C)NC(=O)Nc1ccc2c(c1)C(=O)N([C@H](C)CO)C[C@H](C)[C@@H](CN(C)S(=O)(=O)c1ccc(F)cc1)O2

compound no.,25,26,27,28,29,30
PrPC TRFRET,-1,1,-2,1,2,0
BoNT-F LC inh,-6,-3,-1,?,2,-6
BoNT-A LC inh2,1.0,6.7,0.2,?,0.9,-0.6
Mtb BioA inh,-3.1,-1.3,-1.9,nt,nt,-1.4&-0.1
FBA Mtb inh,1,1,0,0,-1,1
GDH-TPI inh,16,1,11,44*,-4,3
FadD28 FP inh,-2.0,-7.1,-2.4,-2.9,-3.1,1.4
CCHFV vOTU inh,2,3,-1,5,12,-7
Mtb UGM inh,3.4,-5.1,0.6,-3.8,-2.2,-1.5

#31 O=C(Nc1cccc(NC(=O)N2CCN(c3ccccc3)CC2)c1)N1CCN(c2ccccc2)CC1
#32 C#CC(CO)N(CCN(Cc1ccccc1)C(C#C)CO)Cc1ccccc1 (configuration not stated)
#33 COc1ccc(S(=O)(=O)N2CCCCCC2)cc1NC(=O)CCNC(=O)c1ccccc1Cl
#34 Cc1ccc(C(=O)Nc2cccc(C(F)(F)F)c2)cc1Nc1ccccn1
#35 COC(=O)Cc1csc(Nc2c(C)n(C)n(-c3ccccc3)c2=O)n1
#36 COc1ccc(Cc2nnc(SCC(=O)NCC3CCCO3)o2)cc1 (configuration not stated)

compound no.,31,32,33,34,35,36
PrPC TRFRET,-2,0,6,6,6,-8
BoNT-F LC inh,0,7,-2,-2,-12,-10
BoNT-A LC inh2,-0.5,0.4,0.0,0.2,-1.3,1.1
Mtb BioA inh,-1.7,nt,-2.7,-0.3,nt,0.3
FBA Mtb inh,1,-2,3,-3,5,1
GDH-TPI inh,-12,0,11,-12,-9,9
FadD28 FP inh,-1.3,-2.0,-1.1,-3.0,-5.8,-0.4
CCHFV vOTU inh,-4,14,8,16,-5,7
Mtb UGM inh,1.8,2.2,nt,-2.8,-0.1,0.0

As entered above.
Cc1ccc(C(=O)Nc2cccc(C(F)(F)F)c2)cc1Nc1ccccn1 – FadD28 FP inh: -3.0
O=C(Nc1cccc(NC(=O)N2CCN(c3ccccc3)CC2)c1)N1CCN(c2ccccc2)CC1 – BoNT-F LC inh: 0

(next part)
#37 O=C(NNC(=S)Nc1ccc(F)cc1)c1ccccc1OC(F)F
#38 CC(=O)NCCc1nc(-c2ccc(Cl)cc2)no1
#39 COCCCNC(=O)c1csc([C@H]2C[C@H](O)[C@@H](CO)O2)n1
#40 CCOc1ccc(Nc2oc(-c3cccs3)nc2C#N)cc1
#41 O=C1C2C3C=CC(C3)C2C(=O)N1CCc1ccccc1 (configuration not stated)
#42 Cc1cn([C@@H](CCCCN)C(=O)NCCCCCCCCCCC(=O)N2CCNCC2)nn1

compound no.,37,38,39,40,41,42
PrPC TRFRET,-3,3,-9,6,3,-1
BoNT-F LC inh,0,4,0,-14,-4,-19
BoNT-A LC inh2,0.0,-0.1,-0.3,0.4,0.2,-0.3
Mtb BioA inh,0.4,0.3,-1.7,-1.4,nt,-2.0
FBA Mtb inh,-3,3,5,13,0,0
GDH-TPI inh,0,8,3,18,7,-1
FadD28 FP inh,-4.1,-0.8,0.9,-1.4,-3.8,-3.6
CCHFV vOTU inh,9,2,0,17,-10,-9
Mtb UGM inh,0.3,1.5,nt,-1.9,0.8,-0.2

#43 Cc1ccc(C(=O)NC(=S)/C=C2\N(C)c3ccccc3C2(C)C)cc1
#44 COc1ccc(-c2nc3ccccc3[nH]2)cc1
#45 COc1ccc(Cl)cc1S(=O)(=O)N(C)CC(=O)NCc1ccc2c(c1)OCO2
#46 Cc1ccc(NC(=O)CSCC(=O)Nc2ccc(S(=O)(=O)N3CCCC3)cc2)cc1
#47 CS(=O)(=O)N(CC(=O)Nc1ccc(S(=O)(=O)N2CCOCC2)cc1)c1ccccc1Cl
#48 CCOC1=C2[C@H](c3ccccc3)N(S(=O)(=O)c3ccc(C)cc3)C(C(C)(C)C)[C@H]2C(C#N)(C#N)C(C#N)(C#N)C1 (some centres not stated)

compound no.,43,44,45,46,47,48
PrPC TRFRET,24,1,0,0,12,5
BoNT-F LC inh,-7,-8,1,-10,-2,-2
BoNT-A LC inh2,42*,-1.2,-4.9,-1.7,-0.1,0.2
Mtb BioA inh,nt,nt,-0.6,nt,1.8,-1.5
FBA Mtb inh,1,16,0,-2,-2,-2
GDH-TPI inh,10,8,-1,-1,3,nt
FadD28 FP inh,-1.6,-0.8,-1.4,0.4,-0.4,-4.8
CCHFV vOTU inh,13,0,2,-6,2,2
Mtb UGM inh,0.1,1.9,1.8,-2.0,0.2,nt

#49 COc1ccc(NC(=O)C2(C)Cc3c(-c4ccc(NC(C)=O)cc4)ccnc3O2)cc1OC (configuration not stated)
#50 COc1ccc(NC(=O)c2cc(-c3cc(Cl)ccc3C)n[nH]2)cc1OC
#51 COCC(C)n1c(C)cc(C(=O)CSc2nnc(N)s2)c1C (configuration not stated)
#52 O=C(NCCn1c(C(F)(F)F)nc2ccccc21)[C@H]1CCCN1c1nc(CN2CCCCC2)cs1
#53 O=C(CCc1ccccc1)Nc1ccccc1F
#54 CCOc1cc(C(=O)O)cc(Cl)c1OC
#55 CN(c1ccc(C(=O)N2CCN(Cc3ccccc3)CC2)cc1)S(=O)(=O)c1ccc(Cl)cc1
#56 OC(COCC(F)(F)C(F)(F)C(F)(F)C(F)F)Cn1c2ccccc2c2ccccc21 (configuration not stated)

compound no.,49,50,51,52,53,54,55,56
PrPC TRFRET,-1,25*,-4,-2,4,1,7,2
BoNT-F LC inh,1,-8,1,2,-7,-5,9,-8
BoNT-A LC inh2,-0.4,-0.3,-0.9,0.1,-0.1,-0.3,-1.9,-0.4
Mtb BioA inh,12,0.6,-4.7,1.1,nt,-3.4,0.3,nt
FBA Mtb inh,4,-4,-3,0,1,1,1,-2
GDH-TPI inh,-7,3,10,3,3,8,-1,6
FadD28 FP inh,-2.6,-5.2,-0.5,0.6,-3.0,-2.0,0.0,-2.1
CCHFV vOTU inh,12,1,-4,16,14,-4,-1,15
Mtb UGM inh,nt,nt,0.8,2.4,-0.4,1.7,1.5,-1.4

By substructure: the compounds so far containing an NH in an aromatic ring
#4 Oc1ccccc1-c1cc(-c2ccc(F)cc2)n[nH]1
#20 COC(=O)c1ccc(N=Cc2c(C(F)(F)F)[nH]n(C)c2=O)cc1
#21 Cc1cccc(NC(=O)c2nc[nH]c2C(=O)Nc2cc(Br)ccc2F)c1
#28 COc1ccccc1/C=C/C=N/NC(=O)c1cc(-c2ccc(C)o2)[nH]n1
#44 COc1ccc(-c2nc3ccccc3[nH]2)cc1
#50 COc1ccc(NC(=O)c2cc(-c3cc(Cl)ccc3C)n[nH]2)cc1OC

compound no.,4,20,21,28,44,50
PrPC TRFRET,-3,4,-1,1,1,25*
BoNT-F LC inh,?,-1,-4,?,-8,-8
BoNT-A LC inh2,-1.5,-0.5,-0.4,?,-1.2,-0.3
Mtb BioA inh,-0.8,-0.7,-2.2,nt,nt,0.6
FBA Mtb inh,0,4,2,0,16,-4
GDH-TPI inh,10,-2,1,44*,8,3
FadD28 FP inh,-7.9,0.7,-0.8,-2.9,-0.8,-5.2
CCHFV vOTU inh,-6,9,-6,5,0,1
Mtb UGM inh,-2.5,0.8,nt,-3.8,1.9,nt
